# MrgX1 antag – antagonists of human MrgX1 receptor, primary screen, HEK293 cells, Fluo-4 calcium flux. Mas-related G-protein coupled receptor member X1 (Homo sapiens), Q96LB2. BAM8-22 antagonism; active compounds read low. B-score at 10 µM. 310,000 tested, 1.3% active;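 active = calcium-response B-score plate-corrected more than 3 library SD below zero, starting fluorescence within 5 deviations, no agonist response on first addition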;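 also: peak minus trough fluorescence over baseline after final BAM8-22 challenge near maximal dose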
# TRPC6 act – mouse TRPC6 channel activators, primary screen, cell-based, HEK293, membrane potential dye. Short transient receptor potential channel 6 (Mus musculus), Q61143. HEK293-TRPC6 membrane potential dye fluorescence; active compounds read high. B-score at 10 µM. 310,000 tested, 0.13% active. AID 2550, 2010;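 active = B-score of the integrated fluorescence ratio above library mean plus 3 SD, and starting fluorescence ratio within library mean plus 5 SD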;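 also: higher score means more depolarization so channel activation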
# MrgX1 allo act – positive allosteric modulators of MrgX1, primary screen, HEK293 cells, Fluo-4 calcium flux. AID 588675, 2011. B-score at 10 µM. FDSS; active compounds read high. 310,000 tested, 0.63% active;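 active = plate-corrected calcium response at least 3 library SD above typical, normal starting fluorescence, not activating the receptor alone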;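 also: compound read alongside a low EC10 to EC30 dose of BAM8-22 agonist; peak minus trough fluorescence over baseline measured at the second addition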
# HIF activator – HIF pathway transcriptional activators, primary screen, cell-based, U2OS HRE-luciferase, luminescence; U2OS HRE-luciferase reporter; normalized: DMSO 0%, desferrioxamine 100%; activation, % at 7.5 µM (by protocol); 300,000 tested, 0.32% active; AID 1910, 2009;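 active = mean activation of at least 10% of the iron chelator positive control signal, with at least half of replicates also reaching 10%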
# MrgX1 agonist – agonists of human MrgX1 receptor, primary screen, HEK293 cells, Fluo-4 calcium flux; Mas-related G-protein coupled receptor member X1 (Homo sapiens), Q96LB2; Fluo-4 calcium fluorescence, agonist mode; active compounds read high; B-score at 10 µM; 310,000 tested, 0.44% active;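 active = calcium response B-score plate-corrected fluorescence ratio at least 3 library SD, with starting fluorescence B-score inside 5 SD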
#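 Material: MrgX1-expressing HEK293 cells / Dosing: compound as first of three additions / Incubation: overnight seeding, then 1 h dark dye loading / Signal: Fluo-4 NW calcium fluorescence / Evaluation: B-scored fluorescence response ratio / Benchmarks: positive and negative control wells on each plate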
# SKKanGAS inh – S. pyogenes SKKanGAS growth inhibitors in kanamycin, primary screen, streptokinase expression inhibitor project, SKKanGAS strain, BacTiter-Glo luminescence; 6 h; inhibition, % at 7.5 µM; 300,000 tested, 1.3% active; AID 1662, 2009;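 active = mean replicate score, as percent of positive control median, at least 50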;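 also: strain carries kanamycin resistance gene driven by streptokinase promoter and grows in 40 µg/ml kanamycin; loss of luminescence reflects streptokinase promoter inhibition or plain growth inhibition; 0% = median of DMSO wells and 100% = positive control at its reference dose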
# Platelet DG rel – inhibitors of platelet dense granule secretion, primary screen, cell-based, MLPCN, human platelets. human platelet-rich plasma, SFLLRN dense granule ATP release, luminescence. inhibition, %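 (compounds screened at 7.5 µM in platelet-rich plasma)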. 300,000 tested, 0.22% active. AID 1663, 2009;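 active = mean replicate score, as percent of positive control, at or above 50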
# RGS4 inh – RGS4 inhibitors, primary screen, cell-based, HEK293 M3R inducible RGS4, calcium flux; Fluo-4 calcium flux; active compounds read high; triggered by carbachol at its EC20; B-score at 10 µM; 310,000 tested, 0.45% active; AID 463165, 2010;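 active = B-score, a plate-corrected calcium signal, over three deviations above library mean, with baseline fluorescence within five deviations of library mean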;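 also: RGS4 expression induced by doxycycline in cells with stable M3 receptor; B-score is computed from the integrated fluorescence ratio over baseline after carbachol; higher B-score means a larger calcium signal and so more RGS4 inhibition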
# TRPC6 inh – mouse TRPC6 channel inhibitors, primary screen, cell-based, HEK293, membrane potential dye. AID 2553, 2010. 310,000 tested, 1.1% active. Short transient receptor potential channel 6 (Mus musculus), Q61143. ACh-evoked depolarization; active compounds read low. B-score at 10 µM;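 active = B-score under library mean minus 3 SD, initial fluorescence not abnormally high, positive integrated signal ratio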;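 also: B-score derived from integrated fluorescence ratio over the kinetic read; more negative B-score means stronger inhibition of depolarization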
# TRPC4 block – inhibitors of mouse TRPC4 channel, primary screen, Fluo4 calcium, HEK293 TRPC4beta/mu-opioid cells; Short transient receptor potential channel 4 (Mus musculus), Q9QUQ5; DAMGO-evoked Fluo4 calcium flux; active compounds read low; B-score at 10 µM; 300,000 tested, 0.39% active;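 active = B-score over 3 SD under the library average, no early fluorescence shift, positive overall ratio signal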
# Target sequence (Q9QUQ5 whole entry, looked up): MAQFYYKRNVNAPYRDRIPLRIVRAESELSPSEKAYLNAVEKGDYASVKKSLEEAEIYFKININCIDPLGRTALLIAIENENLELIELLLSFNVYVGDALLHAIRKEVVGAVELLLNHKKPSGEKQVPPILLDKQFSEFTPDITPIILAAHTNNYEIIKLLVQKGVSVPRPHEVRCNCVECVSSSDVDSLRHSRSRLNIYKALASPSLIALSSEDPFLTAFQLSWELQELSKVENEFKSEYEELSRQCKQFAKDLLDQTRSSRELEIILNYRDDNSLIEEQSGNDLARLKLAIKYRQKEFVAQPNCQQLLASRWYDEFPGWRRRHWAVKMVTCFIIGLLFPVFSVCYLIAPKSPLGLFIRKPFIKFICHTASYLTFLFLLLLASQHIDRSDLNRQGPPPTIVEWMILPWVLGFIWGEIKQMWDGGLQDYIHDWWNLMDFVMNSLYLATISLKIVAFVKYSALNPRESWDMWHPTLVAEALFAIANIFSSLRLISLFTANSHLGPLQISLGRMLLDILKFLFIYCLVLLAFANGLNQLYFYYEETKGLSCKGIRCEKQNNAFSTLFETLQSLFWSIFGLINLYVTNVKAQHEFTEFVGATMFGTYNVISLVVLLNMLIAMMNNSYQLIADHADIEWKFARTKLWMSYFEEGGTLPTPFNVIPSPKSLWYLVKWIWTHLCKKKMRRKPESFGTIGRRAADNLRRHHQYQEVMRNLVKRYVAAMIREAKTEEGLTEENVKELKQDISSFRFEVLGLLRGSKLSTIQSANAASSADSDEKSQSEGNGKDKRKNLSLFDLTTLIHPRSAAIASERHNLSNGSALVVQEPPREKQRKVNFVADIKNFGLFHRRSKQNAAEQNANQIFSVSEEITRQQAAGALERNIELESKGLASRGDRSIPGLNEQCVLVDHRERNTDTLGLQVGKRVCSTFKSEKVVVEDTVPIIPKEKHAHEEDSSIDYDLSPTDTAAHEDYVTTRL
#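 test system = HEK293 cells with stable TRPC4beta plus mu-opioid receptor expression | detection = Fluo4 Ca2+ flux fluorescence | read-out = integrated fluorescence ratio relative to baseline, converted to per-well B score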
# RGS4 pot – RGS4 potentiators or activators, primary screen, cell-based, HEK293 M3R inducible RGS4, calcium flux. B-score at 10 µM. 310,000 tested, 0.92% active. carbachol calcium flux Fluo4; active compounds read low;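 active = B-score of the integrated calcium signal more than 4 SD below the library mean, with starting fluorescence not abnormally high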;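 also: negative B-score means reduced calcium response which marks RGS4 activation or potentiation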
#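 Test system: HEK293 cells with stable M3R and inducible RGS4; also added: carbachol at ECmax as muscarinic agonist stimulus; schedule: dye loading 30 min 37 °C, buffer rest 30 min RT; technique: kinetic calcium fluorescence imaging with Fluo4-AM dye, 2 µM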
# * hit, by the source's call; i = inactive; . = no result given. The list is partial; the hit share may differ from the screen's.
nr	molecule	MrgX1 antag	TRPC6 act	MrgX1 allo act	HIF activator	MrgX1 agonist	SKKanGAS inh	Platelet DG rel	RGS4 inh	TRPC6 inh	TRPC4 block	RGS4 pot
1	COc1cc(C(=O)Nc2ccc(Br)cc2C(=O)c2ccccc2)cc(OC)c1OC	i	i	i	0.2	i	0	5	i	i	i	i
2	O=C(COc1ccc(Br)cc1)N1CCN(Cc2c[nH]c3ccccc23)CC1	i	i	i	-0.4	i	-1	1	i	i	i	i
3	O=c1[nH]c(=O)n(-c2ccccc2Cl)c(O)c1C=NCCN1CCCCC1	i	i	i	0.2	i	4	8	i	i	i	i
4	Cc1ccc(OP(=O)(NCc2ccccc2)Oc2ccc(C)cc2)cc1	i	i	i	-0.1	i	18	-4	i	i	i	i
5	Cc1ccc(S(=O)(=O)Oc2ccccc2C=C2C(=O)N(C)C(=O)N(C)C2=O)cc1	i	i	i	1.2	i	0	-1	i	i	i	i
6	COc1ccc(OCCOc2cccc(C=C3C(=O)NC(=O)NC3=O)c2)cc1	i	i	i	-1.5	i	-3	-7	i	i	i	i
7	CNC(=O)c1cccn(Cc2cc(C(F)(F)F)cc(C(F)(F)F)c2)c1=O	i	i	i	0.0	i	-22	3	i	i	i	i
8	CC/C(=N\N1CCN(C)CC1)c1c(O)[nH]c(=O)[nH]c1=O	i	i	i	0.0	i	2	-1	i	i	i	i
9	COc1ccccc1Oc1c(C)oc2cc(OC(=O)N(C)C)ccc2c1=O	i	i	i	-1.4	i	-6	3	i	i	i	i
10	C=CC1CN2CCC1CC2[C@@H](OC(=O)c1ccc(OC)cc1)c1ccnc2ccccc12 (stereo partly drawn)	i	i	i	0.5	i	-1	-4	i	i	i	i
11	COc1ccc(NP(=O)(Oc2cccc(C)c2)Oc2cccc(C)c2)cc1OC	i	i	i	-0.7	i	-3	6	i	i	i	i
12	CN1CCN(Cc2ccc(OC(F)(F)F)cc2)CC1	i	i	i	0.1	i	-15	3	i	i	i	i
13	COc1ccc(-c2nc3ccc(C(=O)N4CCC5(CC4)OCCO5)cc3nc2-c2ccc(OC)cc2)cc1	i	i	i	-0.5	i	-14	4	i	i	i	i
14	COc1cc(CN2CCN(C(=O)Cc3ccccc3)CC2)cc(OC)c1OC	i	i	i	0.5	i	-4	-2	i	i	i	i
15	CC1C2Cn3c(nc4ccccc43)C1N(C)O2 (stereo not drawn)	i	i	i	0.0	i	3	-3	i	i	i	i
16	CN1CC(C(=O)c2ccc(Cl)cc2)C(c2ccccc2)C1 (stereo not drawn)	i	i	i	-0.6	i	-4	5	i	i	i	i
17	CC1CCC(C(C)C)C(OC(=O)COC(=O)c2ccccc2N)C1 (stereo not drawn)	i	i	i	-0.1	i	67*	-1	i	i	i	i
18	O=c1[nH]c(=O)n(-c2cccc3ccccc23)c(O)c1C=NCc1ccc2c(c1)OCO2	i	i	i	0.2	i	7	9	i	i	i	i
19	Cc1cccc(-n2c(C)nc3ccc(Cl)cc3c2=O)c1	i	i	i	1.0	i	2	3	i	i	i	i
20	CCOc1ccc(Br)c(C2(O)CC(C)N(C)CC2C)c1 (stereo not drawn)	i	i	i	0.1	i	-4	-2	i	i	i	i
21	CN1C(=O)CC(c2ccccc2)Nc2ccccc21 (stereo not drawn)	i	i	i	0.3	i	1	-8	i	i	i	i
22	Cc1ccc(OCC(=O)Nc2ccc(Cl)cc2C(=O)c2ccccc2)cc1	i	i	i	0.0	i	-9	-2	i	i	i	i
23	CN1CCN(S(=O)(=O)c2cnc(Cl)c(Br)c2)CC1	i	i	i	-0.3	i	0	-6	i	i	i	i
24	CCCCCn1c(=O)c(C(=O)Nc2ccccc2C)c(O)c2ccccc21	i	i	i	-26	i	-2	-5	i	i	i	i
25	Cc1ccc2c(c1)CC1(CN2C)C(=O)NC(=O)N(CCc2ccccc2)C1=O (stereo not drawn)	i	i	i	-0.1	i	-7	4	i	i	i	i
26	CN1CCc2nc(SCc3ccccc3Br)c(C#N)cc2C1	i	i	i	0.3	i	17	-1	i	i	.	i
27	C[C@]12CC[C@@H](O)C[C@@H]1CC[C@@H]1[C@@H]2CC[C@]2(C)C(=O)CC[C@@H]12	i	i	i	-0.2	i	-4	-2	i	i	i	i
28	S=C1CN=C(c2ccccc2Cl)c2cc(Cl)ccc2N1	i	i	i	-1.6	i	1	-2	i	i	i	i
29	c1ccc2c3c([nH]c2c1)C1(CCNCC1)NCC3	i	i	i	-0.3	i	-13	-17	i	i	i	i
30	Oc1ccc(CC2CC3CCN2CC3)cc1O (stereo not drawn)	i	i	i	-0.7	i	-1	1	i	i	i	i
31	Cc1ccc(S(=O)(=O)N(c2cc(Cl)c(O)c(Cl)c2)P(=O)(OC(C)C)OC(C)C)cc1	i	i	i	-1.1	i	-16	-1	i	i	i	i
32	O=P(Oc1ccccc1)(Oc1ccccc1)C(O)c1ccc(Cl)cc1 (stereo not drawn)	i	i	i	-0.2	i	-4	8	i	i	i	i
33	Cc1ccsc1/C=C1\C(=O)NC(=S)N(C)C1=O	i	i	i	-1.9	i	-6	-2	i	i	i	i
34	COc1ccc(CN2C(=O)CC(=O)NC2=S)cc1	i	i	i	-0.2	i	-2	0	i	i	i	i
35	c1ccc(-c2[nH]c(-c3ccccc3)[n+](CC3CO3)c2-c2ccccc2)cc1 (stereo not drawn)	i	i	i	0.5	i	-15	-21	i	i	i	i
36	O=C(Cc1ccccc1)N1CCN(C/C=C/c2ccccc2)CC1	i	i	i	0.8	i	-5	0	i	i	i	i
37	CN1CCc2nc(SCC(=O)OC(C)(C)C)c(C#N)cc2C1	i	i	i	1.9	i	-1	.	i	i	i	i
38	CC1=C(C/C(C)=C/c2ccccc2)/C(=C/CO)[C@H](O)[C@](C)(O)C12CC2	i	i	i	-0.6	i	17	17	i	i	i	i
39	Cc1ccc(S(=O)(=O)CC(C)(O)C(=O)Nc2cccc(C(F)(F)F)c2)cc1 (stereo not drawn)	i	i	i	-0.5	i	5	8	i	i	i	i
40	COc1cc(N2CCOCC2)ccc1C=C1C(=O)NC(=O)NC1=O	i	i	i	-0.1	i	-2	0	i	i	i	i
41	Cc1ccc2c(c1)C1CN(C)CCC1N2C(=O)Nc1cccc(Cl)c1 (stereo not drawn)	i	i	i	-0.4	i	4	1	i	i	i	i
42	CC(C)=CCOc1c2occc2cc2ccc(=O)oc12	i	i	i	-0.5	i	-3	3	i	i	i	i
43	O=C(Nc1cccc(OC(=O)N2CCCCC2)c1)N1CCCCC1	i	i	i	0.0	i	-6	7	i	i	i	i
44	CC(=O)c1c(C)n(Cc2ccccc2)c2ccc(O)cc12	i	i	i	-0.2	i	1	-2	i	i	i	i
45	COCCCNC(=O)c1c(NC(=O)c2ccccc2)n(Cc2ccccc2)c2nc3ccccc3nc12	i	i	i	-0.1	i	16	0	i	i	i	i
46	c1ccc2sc(C3CCNCC3)nc2c1	i	i	i	-0.1	i	1	5	i	i	i	i
47	CC(Cc1ccccc1)NCC(=O)Nc1cc(N(C)C)nc2ccccc12 (stereo not drawn)	i	i	i	-0.1	i	4	5	i	i	-6*	i
48	c1ccc2sc(C3CCCNC3)nc2c1 (stereo not drawn)	i	i	i	1.8	i	1	0	i	i	i	i
49	CN(C)c1nc(N(C)C)nc(N(C#N)CCCl)n1	i	i	i	-0.4	i	9	9	i	i	i	i
50	COC(=O)C1=C(c2cc3ccccc3o2)C[C@@H]2CC[C@H]1N2C(=O)NCCCOC(C)C	i	i	i	0.1	i	-1	-7	i	i	i	i

# More results
nr	molecule	MrgX1 antag	TRPC6 act	MrgX1 allo act	HIF activator	MrgX1 agonist	SKKanGAS inh	Platelet DG rel	RGS4 inh	TRPC6 inh	TRPC4 block	RGS4 pot
51	Cn1cccc1/C=C1\C(=O)NC(=O)N(CCC2=CCCCC2)C1=O	.	i	.	-0.2	.	4	-2	i	i	i	i
52	CN1CCN(c2ncnc3ccc(Br)cc23)CC1	i	i	i	1.2	i	4	9	i	i	i	i
53	CCN(CC)CCCN=C(C)c1c(O)n(-c2ccccc2)c(=O)[nH]c1=O	i	i	i	-0.2	i	-1	0	i	i	i	i
54	COC(=O)C1=C(c2cc3ccccc3o2)C[C@@H]2CC[C@H]1N2C(=O)NCc1ccccc1	i	i	i	0.0	i	-5	-3	i	i	i	i
55	COc1cc(CN2CCCC(C(=O)c3sccc3C)C2)cc(OC)c1O (stereo not drawn)	i	i	i	-0.7	i	-11	-8	i	i	i	i
56	CCN(CC)c1ccc(N=Cc2c(O)n(CCc3ccc(OC)c(OC)c3)c(=O)[nH]c2=O)cc1	i	i	i	-0.5	i	36	-2	i	i	i	i
57	O=C(Cc1ccccc1)OCC(=O)N1CCN(S(=O)(=O)c2ccc(Cl)cc2)CC1	i	i	i	-2.3	i	2	-4	i	i	i	i
58	COc1ccccc1N1CCN(Cc2ccccc2Cl)CC1	i	i	i	-0.3	i	33	3	i	i	i	i
59	CCCCCCOc1ccc(CN2CCN(CCO)CC2)cc1	i	i	i	-0.4	i	-2	-5	i	i	i	-7.3*
60	c1ccc(CNCCc2c[nH]c3ccccc23)cc1	i	i	i	-0.2	i	-3	-1	i	i	i	i
61	COc1cc(CC2(CCc3ccncc3)C(=O)NC(=O)NC2=O)cc(OC)c1OC	i	i	i	0.1	i	-16	-2	i	i	i	i
62	COC(=O)CCCC(NC(=S)N1CC2C[C@@H](C1)Cn1c2cccc1=O)C(=O)OC (stereo partly drawn)	i	i	i	0.1	i	-1	-4	i	i	i	i
63	COCCCNC(=O)c1c(NC(=O)c2ccco2)n(Cc2ccccc2)c2nc3ccccc3nc12	i	i	i	-0.1	i	28	7	i	i	i	i
